# Efflux pump mplx: inhibitors of Candida efflux pumps in yeast, primary screen, S. cerevisiae, Nile Red, multiplex; S. cerevisiae Candida pump triplex; inhibition, % at 10 µM; hit rate 0.44% among 330,000;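 active means plate passing quality check with inhibition over a set limit, or well fluorescence over plate mean plus 4 SD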;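 further: Nile Red retained in pooled yeast measured as flow cytometry median fluorescence; 0% = buffer negative control and 100% = Enniatin B positive control; higher means more Nile Red kept so more efflux inhibition; some compounds called inactive have numbers as strong as hits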
# GLD-1 TGE inh: GLD-1/TGE RNA complex disruptors, primary screen, biochemical, fluorescence polarization. purified GLD-1 + fluorescein TGE RNA. Female germline-specific tumor suppressor gld-1 (Caenorhabditis elegans), Q17339. hit rate 0.44% among 320,000. inhibition, % at 5.96 µM;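 active means percent inhibition above a per-plate cutoff, the plate mean of test compounds plus 3 SD, cut at about 30% in these data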;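 further: 0% = DMSO wells with GLD-1 and probe and 100% = wells lacking GLD-1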
# Target sequence (Q17339 whole entry, looked up): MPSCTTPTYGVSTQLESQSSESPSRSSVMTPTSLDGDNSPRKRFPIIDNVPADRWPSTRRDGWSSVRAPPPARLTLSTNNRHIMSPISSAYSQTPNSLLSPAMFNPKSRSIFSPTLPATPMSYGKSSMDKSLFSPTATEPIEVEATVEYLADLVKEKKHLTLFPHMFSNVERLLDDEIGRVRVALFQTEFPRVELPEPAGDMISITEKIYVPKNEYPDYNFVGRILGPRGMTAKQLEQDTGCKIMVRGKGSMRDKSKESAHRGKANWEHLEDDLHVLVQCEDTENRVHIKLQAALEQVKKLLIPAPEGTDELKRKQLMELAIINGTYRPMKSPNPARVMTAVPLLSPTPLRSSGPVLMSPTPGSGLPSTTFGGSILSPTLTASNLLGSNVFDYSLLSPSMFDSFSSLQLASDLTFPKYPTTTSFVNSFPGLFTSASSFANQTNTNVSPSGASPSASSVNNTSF
# MCL1-BIM inh: inhibitors of MCL1 binding to BIM-BH3, primary screen, biochemical, fluorescence polarization; hit rate 0.68% among 320,000; Induced myeloid leukemia cell differentiation protein Mcl-1 (Homo sapiens), Q07820; GST-MCL1 / FITC-Bim-BH3 fluorescence polarization; inhibition, % at 10.9 µM;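 active means inhibition above the mean inhibition of all tested compounds plus 3 SD, set per campaign, cut at about 40% in these data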;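 further: 0% = DMSO wells and 100% = unlabeled Bim-BH3 peptide control; higher means more loss of mP so more displacement of Bim peptide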
# Target sequence (Q07820 whole entry, looked up): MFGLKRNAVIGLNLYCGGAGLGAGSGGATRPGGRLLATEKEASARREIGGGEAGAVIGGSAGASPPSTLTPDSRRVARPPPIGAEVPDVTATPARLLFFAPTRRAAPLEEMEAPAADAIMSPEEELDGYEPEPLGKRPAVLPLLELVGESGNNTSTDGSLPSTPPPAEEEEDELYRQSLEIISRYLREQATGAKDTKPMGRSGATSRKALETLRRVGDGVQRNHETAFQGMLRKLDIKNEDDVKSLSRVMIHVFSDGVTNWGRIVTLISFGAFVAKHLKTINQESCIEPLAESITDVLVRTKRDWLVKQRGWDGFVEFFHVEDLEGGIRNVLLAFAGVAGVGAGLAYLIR
# EBNA-1 inhibitor: EBNA-1 DNA-binding inhibitors, primary screen, biochemical, fluorescence polarization; hit rate 0.34% among 300,000; AID 1950, 2009; inhibition, % at 14.8 µM; in the data active means inhibition above about 28%
# Yeast superoxide: reduction of superoxide in aged yeast, primary screen, HTS; hit rate 0.18% among 330,000; superoxide response (% of plate mean), % at 10 µM; S. cerevisiae aged cells, superoxide DHE fluorescence; stronger effect = lower value;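 active means superoxide response under a set limit, about three screen SD below normal, cut at about 65% in these data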;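 further: yeast aged for seven days with compound at 30 °C before DHE staining; 100% = average MFI of all compound-treated wells on the plate with controls excluded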
# MEX-5 binding: MEX-5 zinc finger RNA-binding disruptors – biochemical, C. elegans, fluorescence polarization, MLPCN library, primary screen; AID 1832, 2009; MEX-5/FITC-TCR2 RNA binding; stronger effect = lower value; activity score (negative = inhibition of binding), % at 10 µM; hit rate 0.38% among 300,000; Zinc finger protein mex-5 (Caenorhabditis elegans), Q9XUB2;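 active means inhibition past about -25% in most replicates, and total fluorescence under double the plate's negative control median, limit read from the data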;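 further: 0% = DMSO and -100% = 5 µM competing unlabeled TCR2 RNA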
# ZTA counter: blocks Epstein-Barr virus ZTA, an EBNA-1 counter-screen; AID 2234; inhibition, % at 11 µM; P03206; ZTA-DNA binding, fluorescence polarization; hit rate 0.15% among 320,000; in the data active means inhibition above about 33%
# Target sequence (P03206 whole entry, looked up): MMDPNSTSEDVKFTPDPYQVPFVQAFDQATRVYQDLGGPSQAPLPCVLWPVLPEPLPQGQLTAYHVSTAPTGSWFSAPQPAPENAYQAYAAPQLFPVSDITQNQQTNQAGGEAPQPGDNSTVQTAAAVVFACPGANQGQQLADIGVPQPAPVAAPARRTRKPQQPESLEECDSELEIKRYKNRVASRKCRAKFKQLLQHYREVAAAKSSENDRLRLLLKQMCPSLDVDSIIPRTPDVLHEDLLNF
# BCLXL inh: inhibitors of human Bcl-xL, primary screen, biochemical, fluorescence polarization, HTS. Bcl-2-like protein 1 (Homo sapiens), Q07817. GST-Bcl-xL / FITC-Bim BH3 peptide fluorescence polarization. inhibition, % at 10.9 µM. hit rate 0.7% among 320,000;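 active means inhibition above the mean of all tested compounds plus 3 SD, cutoff set per campaign, cut at about 30% in these data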;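 further: 0% = DMSO wells and 100% = unlabeled Bim-BH3 peptide competitor; inhibitors lower millipolarization by displacing the labeled peptide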
# Fam108B counter: mouse Fam108B serine hydrolase inhibitors, primary screen, counter-screen for RBBP9 inhibitor project, biochemical, fluorescence polarization; inhibition, % at 9.51 µM; hit rate 0.33% among 300,000; recombinant Fam108B, FP-Rh probe fluorescence polarization;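 active means inhibition above the screen mean inhibition plus 3 SD, computed separately per campaign, cut at about 18% in these data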;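 further: inhibitors lower polarization as less probe binds the enzyme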
# Active calls of the source: *; . = no result given.
SMILES,Efflux pump mplx,GLD-1 TGE inh,MCL1-BIM inh,EBNA-1 inhibitor,Yeast superoxide,MEX-5 binding,ZTA counter,BCLXL inh,Fam108B counter
CC(C)Cc1nnc(NC(=O)CCC(=O)N2CCN(S(=O)(=O)c3ccccc3)CC2)s1,0.4,-7,1,-6,111,1.1,-5,-1,2
NC(=O)c1cccn1Cc1cccc(Cl)c1,0.0,8,1,-5,125,1.2,-10,-2,0
CCc1ccc(N(C(=O)c2ccoc2C)C(C(=O)NC2CCCC2)c2ccc(OC)cc2)cc1 (stereo not drawn),0.0,2,3,6,104,2.4,0,5,4
FC(F)(F)c1ccc(N2CCN(c3ncnc4c3nnn4Cc3ccccc3Cl)CC2)cc1,0.1,6,2,-7,89,-3.3,-2,-3,1
O=C(CCc1nnc(COc2ccccc2)o1)NCc1ccc(Cl)s1,-0.1,-4,4,-12,103,0.4,-23,-3,-1
Cc1cccc(-n2ncc3c2CCCC3NC(=O)CCN2Cc3ccccc3C2=O)c1C (stereo not drawn),-0.2,4,-6,-1,96,-2.7,7,3,-4
COc1ccc(S(=O)(=O)NCC2CCCN(Cc3cccnc3)C2)cc1 (stereo not drawn),0.4,0,5,-9,99,1.0,-1,2,-6
CCCCOc1ccc(S(=O)(=O)N2CCN(c3ccc(N4CCN(CC)CC4)nn3)CC2)cc1,-0.1,6,-5,1,97,-1.2,-11,11,2
Cc1ccc(NC(=O)CSc2nnc(-c3ccco3)n2N)cc1F,0.0,2,3,-5,90,0.7,-10,5,1
COc1ccc(C(=O)Nc2nc(C)c(C(C)=O)s2)cc1S(=O)(=O)N1CCOCC1,0.0,4,-1,.,108,.,4,2,.
O=C(c1nn(Cc2ccccc2)c(=O)c2ccccc12)N1CCN(c2ccccn2)CC1,0.1,1,6,6,108,-0.3,10,3,-4
O=C(Cc1cccs1)Nc1nc(-c2ccc(F)cc2F)cs1,0.5,6,0,-3,116,0.2,-1,0,0
COc1ccc(C2C(C(C)=O)=C(O)C(=O)N2CCCn2ccnc2)cc1 (stereo not drawn),0.0,4,6,14,108,1.3,5,0,-1
COc1ccc(C2(CCN=Cc3ccc(N(C)C)cc3)CCOC(C)(C)C2)cc1 (stereo not drawn),-0.2,7,4,8,86,3.2,4,9,-1
CCc1nnc(NC(=O)CCC(=O)N2CCN(Cc3ccc(Cl)cc3)CC2)s1,0.0,4,0,0,98,-2.8,19,9,-2
Cc1cccc(N/N=C(\C=N\N)C(=O)c2ccc(Br)cc2)c1,-0.1,-6,7,6,106,2.4,22,7,3
O=[N+]([O-])c1cccc(-n2nnnc2CNCc2ccccc2)c1,0.2,2,-4,-11,147,3.7,-5,3,-4
N#C/C(=N/O)c1nc(-c2ccc(F)cc2)cs1,0.1,-8,-39,6,93,1.2,5,-6,1
COC(=O)c1cccc(N(C(=O)c2cnccn2)C(C(=O)NC2CCCCC2)c2cn(C)nc2C)c1 (stereo not drawn),0.0,7,0,-3,101,2.8,3,-1,4
CCc1ccc(NCc2nc3ccccc3c(=O)[nH]2)cc1,-0.2,1,-11,-3,109,-0.5,3,0,-3
N#Cc1nc(-c2ccccc2F)oc1NCc1ccccc1,0.2,-2,-12,1,102,-0.8,-2,-10,-1
CCOC(=O)c1c(NC(=O)CN(CC)CC)sc2c1CCN(C(=O)OCC)C2,0.1,6,-1,6,92,-2.0,-2,-1,-3
COc1c(C)cc(C(=O)C2CCCN(C(=O)c3cccc(F)c3)C2)cc1C (stereo not drawn),0.4,3,-4,-12,117,-0.8,3,4,3
Cc1cc(C)nc(NS(=O)(=O)c2ccc(CC(C)C)cc2)c1,0.0,-3,2,6,102,1.0,3,-2,-6
O=C(O)c1cn(-c2ccccc2)c(=O)c2ccccc12,0.0,3,3,-11,121,-2.2,-4,3,0
NS(=O)(=O)c1cccc(NS(=O)(=O)c2ccc(/C=C/C(=O)OCC(=O)c3ccc(Br)cc3)cc2)c1,0.3,0,0,-5,113,-7.5,-1,0,-7
Cc1cccc(-c2oc3ccc(-c4ccc5c(c4)OCO5)cc3c2/C=C/c2ccc(N)cc2)c1,-0.1,-10,0,5,98,-1.1,5,-4,7
COc1cc2[nH]c(C(=O)N3CCc4ccccc43)cc2c(OC)c1OC,0.1,-7,5,-2,103,-0.2,8,4,2
CNC(=O)NNC(=O)c1onc(-c2c(Cl)cccc2Cl)c1C(=O)OC,0.1,3,4,-9,103,-0.6,6,6,0
Cc1nn(CC(=O)NCC2CCCO2)c(C)c1[N+](=O)[O-] (stereo not drawn),0.0,2,11,0,97,0.5,-6,-2,-1

# Molecules shown so far with a cyano group, in the order listed:
SMILES,Efflux pump mplx,GLD-1 TGE inh,MCL1-BIM inh,EBNA-1 inhibitor,Yeast superoxide,MEX-5 binding,ZTA counter,BCLXL inh,Fam108B counter
N#C/C(=N/O)c1nc(-c2ccc(F)cc2)cs1,0.1,-8,-39,6,93,1.2,5,-6,1
N#Cc1nc(-c2ccccc2F)oc1NCc1ccccc1,0.2,-2,-12,1,102,-0.8,-2,-10,-1

# Next part:
SMILES,Efflux pump mplx,GLD-1 TGE inh,MCL1-BIM inh,EBNA-1 inhibitor,Yeast superoxide,MEX-5 binding,ZTA counter,BCLXL inh,Fam108B counter
Cc1cc(C)nc(/N=C2\NC(=O)CC(C(=O)O)N2c2ccc(F)c(Cl)c2)n1 (stereo not drawn),0.0,4,-5,17,95,1.0,27,3,2
COc1ccc(CNC(=O)CCn2c(=O)[nH]c3ccccc3c2=O)cc1,-0.1,4,4,0,96,-0.9,12,6,-1
O=C(Nc1nccs1)c1ccc(Cl)c(S(=O)(=O)N2CCOCC2)c1,0.0,-6,-1,3,103,-1.8,3,0,0
CC1(C)Cc2c(sc3nc(-c4cc5ccccc5o4)n(N)c(=O)c23)CO1,0.2,0,1,7,115,-2.0,0,4,-3
O=C(NCCCN1CCOCC1)c1sc2ccccc2c1Cl,0.0,1,6,-1,120,-1.3,0,1,0
O=C1C=C(c2cccc(Cl)c2O)C[C@@H](c2ccc(F)cc2)C1,0.4,3,-7,.,111,.,10,-7,.
CCOC(=O)COc1ccc2c3c(c(=O)oc2c1C)CCC3,-0.1,2,12,-16,107,-0.6,-8,7,3
COc1ccc(-c2nc(NC(=O)C3CCN(c4nc5ccccc5o4)CC3)sc2C)cc1,0.1,1,0,-11,85,-1.9,-17,4,-5
CCn1c(=O)c(C(=O)NNC(=O)c2ccccc2F)c(O)c2ccccc21,-0.3,4,4,5,111,-1.1,2,5,3
Cn1c2c(c(=O)n(C)c1=O)C(c1ccc(F)cc1)C(C#N)=C(N)O2 (stereo not drawn),0.2,3,-11,12,112,2.1,6,0,6
CCc1c(C)nc(SCC(=O)NC2CCCC2)[nH]c1=O,0.1,1,4,-8,88,1.9,-6,2,-3
O=C1CN(C(=O)c2ccco2)C(c2ccccc2)c2cc(Cl)ccc2N1 (stereo not drawn),-0.2,-9,4,3,102,0.3,8,6,-1
O=C1c2cccc3cc([N+](=O)[O-])cc(c23)C(=O)N1CC1CCCO1 (stereo not drawn),0.1,13,15,1,90,-0.7,-8,14,1
CC(C)Cn1c(N)c(C=O)c(=O)n(C)c1=O,0.2,0,-4,-10,86,1.8,6,4,-1
Cn1c(COc2ccccc2)nnc1SCCSc1nnc(COc2ccccc2)n1C,0.0,-1,-2,-9,125,-2.4,-12,0,2
CN(C)c1ccc(NC(=O)Cn2c(=O)n(Cc3ccccc3)c(=O)c3ccccc32)cc1,0.0,0,3,43*,88,-0.2,10,4,8
COc1cc(/C=N/N(c2ccccc2)c2ccccc2)ccc1O,0.1,13,-1,-4,133,2.7,23,4,-1
CCC1(c2ccc(F)cc2)NC(=O)N(CC(=O)N2c3ccccc3CC2C)C1=O (stereo not drawn),-0.2,2,-10,.,96,.,10,-3,.
Cc1ccc(Cl)cc1NC(=O)COc1ccccc1,0.1,6,7,5,101,4.1,-11,5,-1
CC(C)/C=N/NC(=O)c1cccc(N2CCCC2=O)c1,0.0,-4,3,-7,100,0.4,-30,5,-1
O=C(NNC(=O)c1ccccc1O)c1ccc(Cl)cc1,0.0,-1,10,13,103,0.8,-2,1,3
O=C1C=C(c2ccc3c(c2)OCO3)C[C@@H](c2ccc(F)cc2)C1,-0.2,0,6,.,107,.,-7,4,.
Cn1ncc([N+](=O)[O-])c1C(=O)Nc1ccc(Cl)cc1,-0.1,-3,2,10,99,-1.4,8,7,-4
CC(=O)Nc1nc(C)c(C(C)(C)C)s1,0.0,5,7,-4,101,-0.6,3,8,2
COc1cc2c(cc1OC)CN(CCC(C)c1ccc(Cl)cc1)CC2 (stereo not drawn),0.1,1,4,-5,89,-1.4,5,6,9
CCOC(=O)N1CCC(N2Cc3cccc(C(=O)NCc4ccccc4OC)c3C2=O)CC1,0.2,-2,3,-1,99,-0.7,-7,2,2
Cc1ccc(NS(=O)(=O)c2cc3c4c(c2)CC(=O)N4CCC3)cc1C,-0.1,1,8,-2,103,2.2,10,13,2
Cc1cc(C(=O)NNC(=S)NC2CCCCC2)cs1,0.1,3,2,6,77,0.4,-14,-4,2
Cn1c(-c2ccccc2)cnc1NCc1cccc([N+](=O)[O-])c1,-0.2,3,6,1,110,-1.1,17,4,-3
CCCOc1ccc(N2C(=O)CC(N(CCc3ccc(OC)cc3)C(=O)c3cccc(F)c3)C2=O)cc1 (stereo not drawn),0.0,5,1,-6,91,-2.3,-10,4,-9
COc1cc(C2C(C(=O)c3cccs3)=C(O)C(=O)N2CCN2CCOCC2)cc(OC)c1OC (stereo not drawn),0.0,5,5,6,95,2.4,5,-1,1
CC(C)Cc1nnc(NC(=O)C2CC(=O)N(c3ccc4c(c3)OCCO4)C2)s1 (stereo not drawn),0.0,9,-6,.,87,.,8,-2,.
CC(=O)Nc1ccc(S[C@@H](CCN2CC[C@H](C(C)(C)C)CCC2=O)c2ccccc2)cc1,-0.2,-2,13,.,87,.,9,10,.
COC(=O)c1ccc(NC(=O)COc2ccc(S(=O)(=O)N3CCCCC3)cc2)cc1,0.0,1,3,-9,112,0.2,0,-2,-3
CSCCCNC(=S)Nc1ccc(N2CCOCC2)cc1,-0.1,13,-1,-4,112,1.7,-18,4,1
O=C(O)COc1ccccc1/C=N/NC(=O)CSc1nc2ccccc2c(=O)n1-c1ccc(Cl)cc1,-0.1,0,5,9,91,2.8,14,7,-5
CCOC(=O)c1nn(-c2ccc(C)cc2)c(=O)cc1OCC(=O)Nc1ccc(OC)cc1,0.0,6,5,6,106,-0.4,13,2,0
CCn1c(Cc2ccccc2)nnc1SCC(=O)Nc1ccc(N2CCOCC2)c(Cl)c1,0.1,-5,-2,-1,106,-3.3,-9,3,-1
O=C(Nc1cccc(C(F)(F)F)c1)c1cnc2n(c1=O)CCS2,-0.1,2,5,-5,97,-2.3,-17,5,3
CSc1nc2sc3c(c2c(=O)n1CC(C)C)CC(C)(C)OC3,-0.1,-4,0,-6,97,-1.0,6,12,-2
CCCc1nnc(NC(=O)C2CCN(C(=O)C3CC(=O)N(c4ccc(C)cc4)C3)CC2)s1 (stereo not drawn),0.0,-4,-2,0,116,-0.9,-7,3,0
CC(C)OC(=O)CSc1nnc2n1C(C)(C)Cc1ccccc1-2,0.2,-2,0,-6,100,0.2,1,-1,-4
